Screening results: PubChem BioAssay, several laboratories
FadD28 FP inh – inhibitors of Mycobacterium tuberculosis FadD28 bisubstrate binding; FadD28 bisubstrate probe binding, fluorescence polarization; inhibition, % at 12.5 µM; actives 0.22% (n = 360,000); AID 588549; in the data active = inhibition above about 8.5%, passing the limit was not always enough
Y pestis TopoI – Y. pestis Topo-I inhibition via cleavage products; actives 0.064% (n = 360,000); Y. pestis Topo-I cleavage product accumulation, plate reader; activity, % at 10 µM; in the data active = activity above about 50%, passing the limit was not always enough; also: inactives centre near 2
PfHsp40 rescue – rescue of PfHsp40-mediated yeast toxicity. actives 0.68% (n = 340,000). growth rescue, % at 12.5 µM. S. cerevisiae expressing PfHsp40, growth rescue, ATP luminescence. AID 504582; in the data active = growth rescue above about 28%, passing the limit was not always enough;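 also: yeast W303a lacking pdr1 and pdr3 grown in galactose medium; growth measured after three days at 30 °C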
BioA inh – BioA (M. tuberculosis) enzyme inhibition. purified M. tuberculosis BioA enzyme, plate reader. inhibition, % at 9.99 µM. actives 0.096% (n = 360,000); in the data active = inhibition above about 40%
GDH-TPI counter – GDH-TPI coupled enzyme inhibition counter-screen; actives 1.2% (n = 360,000); inhibition, % at 4.8 µM; GDH-TPI coupled enzyme counterscreen, NADH absorbance; in the data active = inhibition above about 30%;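 also: 0% = DMSO wells and 100% = wells lacking the enzyme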
Vc quorum ag – induces V. cholerae light production without autoinducers. V. cholerae BH1578 lux reporter, luminescence, 6 h. activation, % at 18.7 µM. actives 0.16% (n = 350,000). AID 588436; in the data active = activation mostly above about 9.7%, no sharp cut-off; also: not every result past the cut was called active; inactives centre near 0; reference of the scale not given here
FBA Mtb inh – Mtb fructose-bisphosphate aldolase inhibition; P9WQA3; purified M. tuberculosis FBA, fluorescence read-out; inhibition, % at 1 µM; actives 2.3% (n = 360,000); in the data active = inhibition above about 27%;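 also: 0% = vehicle and 100% = reference inhibitor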
Target sequence (P9WQA3 whole entry, looked up): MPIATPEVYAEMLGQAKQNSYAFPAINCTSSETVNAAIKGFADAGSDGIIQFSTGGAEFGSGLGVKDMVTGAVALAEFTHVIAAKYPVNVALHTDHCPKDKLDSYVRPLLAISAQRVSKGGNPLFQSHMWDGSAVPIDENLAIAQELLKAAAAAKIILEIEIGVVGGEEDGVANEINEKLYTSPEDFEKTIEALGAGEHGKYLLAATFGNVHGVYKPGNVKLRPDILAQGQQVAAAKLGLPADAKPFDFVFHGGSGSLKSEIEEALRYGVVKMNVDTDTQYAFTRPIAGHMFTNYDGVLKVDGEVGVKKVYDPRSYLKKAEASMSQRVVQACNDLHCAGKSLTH
TcdB inh – blocks C. difficile toxin B glycohydrolase activity. P18177. TcdB glycohydrolase enzymatic assay, plate reader. inhibition, % at 9.99 µM. actives 0.24% (n = 350,000). AID 652162; in the data active = inhibition above about 10%
UGM FP inh – Mtb UDP-galactopyranose mutase inhibition; P9WIQ1; actives 0.06% (n = 320,000); inhibition, % at 10 µM; purified UGM, fluorescence polarization probe displacement; in the data active = inhibition above about 10%, passing the limit was not always enough
Target sequence (P9WIQ1 whole entry, looked up): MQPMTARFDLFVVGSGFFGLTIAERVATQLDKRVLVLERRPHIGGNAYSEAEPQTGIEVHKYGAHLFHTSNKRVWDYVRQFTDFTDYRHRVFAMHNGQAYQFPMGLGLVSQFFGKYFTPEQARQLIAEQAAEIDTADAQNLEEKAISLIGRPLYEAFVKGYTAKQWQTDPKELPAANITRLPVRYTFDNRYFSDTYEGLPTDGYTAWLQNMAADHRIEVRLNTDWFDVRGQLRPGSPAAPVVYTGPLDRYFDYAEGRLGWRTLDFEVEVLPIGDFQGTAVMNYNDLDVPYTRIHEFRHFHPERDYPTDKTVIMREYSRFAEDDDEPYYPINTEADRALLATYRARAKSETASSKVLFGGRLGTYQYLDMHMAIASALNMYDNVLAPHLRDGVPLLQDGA
Active calls of the source: *; i = inactive; nt = no result given; & = joins results of further samples.

SMILES | FadD28 FP inh | Y pestis TopoI | PfHsp40 rescue | BioA inh | GDH-TPI counter | Vc quorum ag | FBA Mtb inh | TcdB inh | UGM FP inh
CCOc1ccccc1NC(=O)CSc1nnc(-c2ccco2)o1 | 0.3 | 8 | -0.7 | 5.6 | 3 | -12 | 0 | 1.0 | 1.0
O=c1[nH]n(-c2ccccc2)c(=O)c2ccccc12 | -0.9 | 1 | 0.4 | 0.6 | 17 | -0.2 | 8 | -1.1 | 0.1
O=[N+]([O-])c1cccc(-c2cn3nc(-c4ccccc4)c(-c4ccccc4)nc3n2)c1 | 1.0 | -5 | 0.7 | -2.1 | -8 | 1.2 | 0 | 0.9 | -0.7
O=c1[nH]c(=O)n(Cc2ccccc2)c2nc(-c3ccc(C(F)(F)F)cc3)n(CCO)c12 | -3.0 | 4 | -0.2 | -0.6 | 6 | -6.9 | 69* | -0.4 | 1.7
CC(C)CN1CCC(CNC(=O)CCc2nnc(Cc3c[nH]c4ccccc34)o2)CC1 | -0.7 | 11 | -0.4 | nt | 6 | i | -1 | -0.5 | 4.1
CCCCC(CC)C(=O)Nc1cc([N+](=O)[O-])ccc1F (stereo not drawn) | -1.2 | -2 | -0.1 | nt | -2 | i | -2 | 0.7 | 0.7
COc1cc(Cl)ccc1OCc1cc(C(=O)N(C)Cc2nnc(C)o2)no1 | 1.2 | 13 | -1.5 | -0.3 | -1 | -1.3 | -3 | -0.8 | -1.6
Cc1ccc(-c2c(C(=O)N/N=C/c3ccsc3)nnn2-c2nonc2N)cc1 | -5.2 | 14 | -0.3 | 0.0 | 3 | -0.3 | 1 | 1.1 | -0.6
CC(C)NC(=O)Cn1cc(C(=O)C2CC2)c2ccccc21 | -2.6 | 0 | -0.4 | nt | 3 | -0.2 | -1 | -1.1 | -0.6
c1ccc(Oc2cccc(Oc3ccccc3)n2)cc1 | -0.6 | 5 | -0.2 | 0.0 | -5 | -0.6 | 2 | -0.2 | 2.0

Limited to GDH-TPI counter, for some of the entries so far:
mol | GDH-TPI counter
O=c1[nH]c(=O)n(Cc2ccccc2)c2nc(-c3ccc(C(F)(F)F)cc3)n(CCO)c12 | 6
CC(C)CN1CCC(CNC(=O)CCc2nnc(Cc3c[nH]c4ccccc34)o2)CC1 | 6

Retrieved by structure from the entries so far (3):
SMILES | FadD28 FP inh | Y pestis TopoI | PfHsp40 rescue | BioA inh | GDH-TPI counter | Vc quorum ag | FBA Mtb inh | TcdB inh | UGM FP inh
c1ccc(Oc2cccc(Oc3ccccc3)n2)cc1 | -0.6 | 5 | -0.2 | 0.0 | -5 | -0.6 | 2 | -0.2 | 2.0
CC(C)CN1CCC(CNC(=O)CCc2nnc(Cc3c[nH]c4ccccc34)o2)CC1 | -0.7 | 11 | -0.4 | nt | 6 | i | -1 | -0.5 | 4.1
O=c1[nH]n(-c2ccccc2)c(=O)c2ccccc12 | -0.9 | 1 | 0.4 | 0.6 | 17 | -0.2 | 8 | -1.1 | 0.1

(cont.)
SMILES | FadD28 FP inh | Y pestis TopoI | PfHsp40 rescue | BioA inh | GDH-TPI counter | Vc quorum ag | FBA Mtb inh | TcdB inh | UGM FP inh
COc1cccc(NC(=S)N2CCC(NC(=O)C3CCCCC3)CC2)c1 | -1.8 | -3 | 0.2 | 0.0 | -8 | -0.1 | -4 | 0.2 | 0.3
O=C(CSc1nnc(SCc2ccc(F)cc2)s1)Nc1ccc(C(=O)O)cc1 | -8.5 | 8 | -0.8 | 0.2 | -5 | -0.4 | 3 | -1.6 | 0.3
COC(C(=O)Nc1ccnn1C1CCN(Cc2cccc(C)n2)CC1)c1ccccc1 (stereo not drawn) | 0.2 | 4 | -1.6 | 0.0 | 1 | -11 | 6 | -0.5 | -0.6
O=C(COC(=O)c1ccccc1OCc1ccc(Cl)cc1)NC1CC1 | -1.1 | -5 | 1.2 | -8.5 | 0 | nt | 3 | nt | -1.3
CCCNC(=O)C1(C)CCCN(C(=O)c2oc3ccccc3c2C)C1 (stereo not drawn) | -2.1 | -1 | nt | -0.7 | 4 | i | -4 | 3.2 | nt
COc1cccc(C(=O)Nc2nnc(Cc3ccc(OC)c(OC)c3)s2)c1 | -2.1 | 19 | -0.1 | nt | 0 | -0.5 | 2 | 0.3 | -0.8
CN(Cc1nc(-c2cnccn2)no1)C1CC(C)(C)NC(C)(C)C1 | 1.0 | -7 | -0.2 | nt | 7 | 0.1 | 7 | 0.3 | 1.9
NC(=O)Cn1cnc(-c2ccccc2)c1 | -2.4 | -2 | -0.7 | -0.9 | 0 | 0.0 | -1 | 4.7 | -3.3
Nn1c(SCC(=O)NC2CCCC2)nnc1-c1ccccc1F | 1.8 | 7 | 0.4 | -0.1 | 12 | 0.4 | -1 | nt | 2.0
O=C(Nc1ccccc1Cl)N1CCN(Cc2ccc3c(c2)OCO3)CC1 | -4.2 | 5 | -0.2 | 7.6 | 9 | -0.2 | -3 | 4.1 | -1.7
COc1cc(OC)cc(C(=O)N2CCC(C(=O)NCCc3ccccc3)CC2)c1 | -2.8 | 14 | 0.5 | -0.3 | 0 | i | 1 | 2.9 | 2.7
COc1cc(C(=O)NC2CCN(C)CC2)ccc1Nc1ncc2c(n1)N(C1CCC(O)CC1)CCC(=O)N2C (stereo not drawn) | -1.1 | -3 | 44* | 0.5&0.7 | 19 | -14 | 2 | nt | 0.4
COc1cccc(C(=O)NCC2CCCN2S(=O)(=O)c2cccs2)c1 (stereo not drawn) | -3.7 | 14 | -1.6 | 1.0 | 9 | i | 0 | 0.3 | -0.1
CC(C)c1ccc(NC(=O)CSc2nc3ccsc3c(=O)n2CCC(=O)O)cc1 | 1.9 | 0 | 0.4 | 1.1 | 7 | i | 4 | -0.7 | -1.2
Cc1c(C)[n+](=O)c2c(n1[O-])C(Br)CCC2Br (stereo not drawn) | -0.4 | 4 | -0.2 | nt | 4 | -0.4 | -2 | -1.0 | -0.5
O=C(c1ccncc1)N1CCc2ccccc2C1 | 0.0 | 2 | -1.6 | 2.5 | 8 | i | 1 | 0.6 | 0.7
N#CCSc1ccc(S(=O)(=O)N2CCOCC2)cn1 | -3.5 | 3 | -0.8 | -1.1 | 1 | -0.8 | -2 | 0.9 | -3.3
Cc1ccc([N+](=O)[O-])cc1NC(=O)CCSc1ccc(Cl)cc1 | -0.3 | 4 | -0.1 | 0.8 | 5 | -0.5 | -1 | nt | 0.0
CCCn1c(N)c(C(=O)CN(C)CC(=O)Nc2ccccc2C(F)(F)F)c(=O)[nH]c1=O | -3.2 | -1 | -0.7 | -1.3 | 1 | 0.0 | -5 | 1.6 | nt
CCN1C[C@@H]2[C@@H]3C(=O)N(C)C(=O)[C@@H]3[C@](C)(C(=O)OC)N2C1=NC | -0.5 | 7 | 0.4 | -1.4 | 10 | i | -1 | 0.9 | nt

Quoted from the listing.
N#CCSc1ccc(S(=O)(=O)N2CCOCC2)cn1 – PfHsp40 rescue = -0.8
CC(C)c1ccc(NC(=O)CSc2nc3ccsc3c(=O)n2CCC(=O)O)cc1 – PfHsp40 rescue = 0.4
O=C(c1ccncc1)N1CCc2ccccc2C1 – UGM FP inh = 0.7
COc1cc(C(=O)NC2CCN(C)CC2)ccc1Nc1ncc2c(n1)N(C1CCC(O)CC1)CCC(=O)N2C (stereo not drawn) – PfHsp40 rescue = 44*

Additional compounds.
SMILES | FadD28 FP inh | Y pestis TopoI | PfHsp40 rescue | BioA inh | GDH-TPI counter | Vc quorum ag | FBA Mtb inh | TcdB inh | UGM FP inh
Cc1cc(=O)oc2c(CN3CCCCC3)c(O)ccc12 | -1.9 | 3 | 0.5 | nt | 16 | i | nt | 0.8 | nt
COC(=O)c1ccc(C)c(NC(=O)CCc2ccc(OC)c(OC)c2)c1 | -0.6 | 3 | -0.6 | 0.1 | 4 | -0.5 | 2 | nt | -2.5
COCCCNc1nc2c([nH]1)c(=O)[nH]c(=O)n2C | -1.5 | 2 | 0.5 | -0.5 | 2 | -2.9 | -2 | nt | 3.4
CC1CN(C(=S)Nc2ccc(F)cc2F)CC(C)O1 (stereo not drawn) | -3.8 | 7 | -0.2 | 0.3 | -6 | -1.0 | -2 | 0.4 | -2.7
C=CCN1C(=O)c2ccc(C(=O)NCCOc3ccccc3F)cc2C1=O | -2.9 | 3 | 0.4 | 0.0 | 5 | i | 0 | 2.4 | 2.1
CN(CC(=O)Nc1cccc(F)c1)CC(=O)NC(c1ccccc1)c1ccccc1 | -2.2 | 4 | -1.0 | 13 | 13 | -0.8 | 5 | -1.9 | nt
O=C(COc1ccc(Cl)cc1)NCCNc1ccc([N+](=O)[O-])cc1 | -1.8 | -6 | 1.1 | -6.0 | 1 | 1.2 | -3 | -2.7 | 1.0
Cc1cccc(C2=NN(c3ccccc3)[C@@H](C(=O)N3CCOC3=O)[C@@H]2C)c1 | 0.2 | -4 | 33* | 2.4 | 24 | i | 2 | 1.4 | nt
CCOc1ccc(/C(O)=C2\C(=O)C(=O)N(c3ccccn3)C2c2ccccc2F)c(C)c1 (stereo not drawn) | -3.7 | 10 | nt | 1.0 | 10 | -0.8 | -3 | -0.7 | nt
FC(F)(F)c1ccccc1CN1CCN(C2CCCCCC2)CC1 | 1.5 | -2 | -0.3 | -5.6 | 6 | -0.2 | 5 | nt | -0.2
Cc1cccc([N+](=O)[O-])c1 | -2.0 | 9 | -0.5 | 0.1 | -12 | -0.4 | -2 | -0.5 | 0.2
Cc1onc(-c2ccccc2)c1C(=O)N(C)CC(=O)Nc1ccc(F)c(F)c1F | 0.3 | -8 | 1.6 | -0.1 | 2 | -0.5 | 1 | 2.5 | -3.5
Cc1cc(OCC(=O)OC(C)C)c2c3c(c(=O)oc2c1)CCCC3 | -1.9 | 5 | -1.2 | -3.6 | 5 | nt | 13 | nt | -2.9
O=C(Nc1ccccc1C(=O)Nc1ccncc1)c1ccccc1 | nt | 4 | -0.2 | 0.9 | -4 | -0.3 | 3 | 0.3 | -6.8
CCc1nnc(SCC(=O)Nc2nccs2)n1CC | 0.1 | 0 | -1.6 | -0.5 | 0 | i | 1 | 0.5 | -0.8
CC(=O)Nc1ccc(S(=O)(=O)NC2CC(=O)N(c3ccc4c(c3)OCCO4)C2)cc1 (stereo not drawn) | -2.3 | -4 | -0.3 | nt | -5 | 0.0 | 2 | -1.0 | -1.2
Cc1ccc2[nH]c(=O)c(CN(CCCN(C)C)C(=S)NCCc3ccccc3)cc2c1 | -5.2 | -12 | -0.7 | nt | 4 | -0.7 | 0 | 0.0 | -0.9
Oc1cccc(Nc2c3ccccc3nc3ccccc23)c1 | 0.1 | -27 | 0.7 | -2.0 | 3 | i | 65* | -0.4 | 3.4
C[C@H](CO)N1C[C@H](C)[C@@H](CN(C)CC2CCCCC2)Oc2c(NC(=O)Cc3ccccc3)cccc2C1=O | -1.0 | 36 | 0.2 | 0.5 | 6 | 1.0 | -1 | 1.5 | nt
COc1ccccc1NC(=O)CC(=O)CSc1nnc(-c2ccc(C)cc2)n1-c1ccccc1 | 2.8 | -8 | -0.3 | -3.5 | 3 | -0.2 | 4 | nt | -0.5
CSCCC(NC(=O)c1ccc(Cl)cc1Cl)C(=O)N1CCN(C(=O)c2ccccc2)CC1 (stereo not drawn) | -1.6 | 9 | 2.1 | -2.8 | -6 | i | 0 | -1.2 | nt
COc1ccc(C(=O)NCCCc2ccccc2)cc1OC | -4.0 | -2 | 0.4 | 2.9 | -18 | -0.3 | -2 | 0.8 | 1.8
O=C(O)c1cccc(NC(=S)N/N=C/c2cccc(O)c2)c1 | -12 | 2 | 19 | nt | 16 | -0.3 | 0 | -0.3 | 4.1
CC(C)(C)S(=O)N1Cc2cc(C(=O)NCC(F)(F)F)nc(-c3cccc(-c4cccc(F)c4)c3)c2[C@@H]1CCO (stereo partly drawn) | -1.0 | nt | nt | -2.4 | nt | nt | 3 | -4.4 | nt
Clc1nc(CN2CCCCC2)nc2sc3c(c12)CCCC3 | -1.3 | 19 | -1.4 | nt | 3 | i | 12 | -0.3 | -0.6
COc1ccc(C)cc1NC(=O)CNC(C)C(=O)Nc1ccc(C(C)=O)cc1 (stereo not drawn) | -3.4 | -2 | -0.8 | 14 | -6 | -3.7 | 1 | -0.1 | 2.6
Cc1ccc(C(=O)NCC(c2ccco2)N2CCc3ccccc3C2)cc1C (stereo not drawn) | -3.7 | 32 | -0.6 | 1.5 | -1 | 1.1 | -4 | 1.3 | 0.9
CN1CCCC(C)(C(=O)Nc2ccc(-n3cccc3)cc2)C1 (stereo not drawn) | 0.6 | -9 | nt | -3.3 | 12 | -0.5 | 0 | -0.2 | nt
CCC(=O)OCn1nnc2ccccc2c1=O | 0.1 | -3 | 0.1 | nt | -1 | -0.4 | -2 | -3.0 | -5.0
